Compound activity from PubChem.
eIF4E 4G PPI = eIF4E–eIF4G protein interaction inhibitors, primary screen, biochemical, uHTS, TR-FRET, eIF4GI fragment; Eukaryotic translation initiation factor 4E (Mus musculus) + Eukaryotic translation …; TR-FRET eIF4E-eIF4GI(517-606) binding, 2 h; inhibition, % at 21.7 µM; 0.37% of 220,000 active; AID 782, 2007;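 active = inhibition above about 30%, limit read from the data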;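 note: 0% = full FRET control wells and 100% = background wells lacking eIF4GI fragment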
Calpain2 inh = inhibitors of pig calpain II, primary screen, biochemical, fluorogenic peptide substrate, 1536-well; purified calpain II, 30 min; AID 1236, 2008; 0.37% of 220,000 active; inhibition, % at 16 µM;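 active = inhibition above about 50%, limit read from the data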
TNF death inh = inhibitors of TNF-alpha triggered necroptosis, primary screen, cell-based, Jurkat FADD-/-, single concentration; Jurkat FADD-/- TNF necroptosis rescue, ATP luminescence, 24 h; 0 = TNF only, 100 = no-TNF cells; activation (protection from cell death), % at 10 µM; 0.068% of 220,000 active;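 active = activation, meaning protection from cell death, of at least 50% relative to plate controls; inactive = activation below 50%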;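 note: necroptosis triggered by 40 ng/mL TNF-alpha added together with compound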
Rad51 HR inh = human RAD51 strand exchange inhibitors, primary screen, biochemical, fluorescence; DNA repair protein RAD51 homolog 1 (Homo sapiens), Q06609; hRad51 DNA strand exchange, fluorescence dequenching; inhibition, % at 10 µM; 0.085% of 200,000 active;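 active = inhibition above 40% at the single screening dose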;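 note: 0% = DMSO control wells and 100% = blanks with heterologous ssDNA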
Target sequence (Q06609 whole entry, looked up): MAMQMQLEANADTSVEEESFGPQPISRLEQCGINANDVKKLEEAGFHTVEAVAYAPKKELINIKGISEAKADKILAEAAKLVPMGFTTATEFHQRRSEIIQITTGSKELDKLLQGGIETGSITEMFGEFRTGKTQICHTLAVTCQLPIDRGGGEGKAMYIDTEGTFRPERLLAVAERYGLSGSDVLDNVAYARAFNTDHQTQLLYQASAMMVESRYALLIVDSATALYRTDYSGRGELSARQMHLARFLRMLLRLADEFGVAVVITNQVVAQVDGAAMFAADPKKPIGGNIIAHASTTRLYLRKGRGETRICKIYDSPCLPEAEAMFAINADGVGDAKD
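Material: human Rad51–ssDNA filaments; Probe or stimulus: labelled 47-mer dsDNA for strand exchange; Doses: single 10 µM dose; Incubation: 37 °C 15-min filament assembly, 30-min compound preincubation, 15-min exchange; Technique: FRET fluorescence dequenching, excitation 485 nm, emission 520 nm; Measure: Fluorescence-based percent inhibition, control- and blank-normalised; Benchmarks: plate control and blank wells.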
KCC2 mod = KCC2 cotransporter modulators, thallium flux, primary screen, cell-based, HEK293 KCC2, FluoZin-2 fluorescence, MLSMR | Solute carrier family 12 member 5 (Homo sapiens), Q9H2X9 | AID 1456, 2008 | B-score of Tl+ flux slope (higher = more flux/activation; lower = inhibition) at 10 µM | KCC2 cells, thallium flux FluoZin-2 fluorescence | 2.2% of 190,000 active;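 active = thallium flux slope and its plate-corrected score both differing from the plate sample mean at a set confidence after two filtering rounds, in either direction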;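 note: slope of fluorescence scaled to starting intensity during 10 to 20 s after thallium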
PERK inh = block of dimerizer-induced PERK translation repression, primary screen, PERK inhibitor project, CHO PERK-DD cells, SEAP luminescence, HTS; AID 1416, 2008; CHO PERK-DD fusion, SEAP luminescence translation reporter; Eukaryotic translation initiation factor 2-alpha kinase 3 (Homo sapiens), Q9NZJ5; inhibition, % at 5.6 µM; 0.17% of 220,000 active;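 active = inhibition above the mean inhibition of all tested compounds plus 3 SD, set separately per screening campaign, cut at about 2.9% in these data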;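 note: PERK kinase domain activated by AP20187 dimerizer at 100 nM; 0% = DMSO with dimerizer and 100% = rapamycin at 8.4 µM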
Mdm2 ligase inh = MDM2-luciferase reporter signal enhancers, primary screen, MDM2 E3 ligase inhibitor project, cell-based, luminescence, 1536-well. E3 ubiquitin-protein ligase Mdm2 (Homo sapiens), Q00987. cell-based MDM2 ubiquitination luciferase reporter, 2 h; 0 = plate control, 100 = twice control, blank-subtracted. signal enhancement, % at 5 µM. 0.11% of 210,000 active. AID 1230, 2008;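 active = signal enhancement of 30% or more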;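 note: luminescence tracks abundance of the self-degrading MDM2-luciferase fusion protein; higher signal means inhibition of MDM2 E3 ligase activity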
Target sequence (Q00987 whole entry, looked up, the tested form may be a part): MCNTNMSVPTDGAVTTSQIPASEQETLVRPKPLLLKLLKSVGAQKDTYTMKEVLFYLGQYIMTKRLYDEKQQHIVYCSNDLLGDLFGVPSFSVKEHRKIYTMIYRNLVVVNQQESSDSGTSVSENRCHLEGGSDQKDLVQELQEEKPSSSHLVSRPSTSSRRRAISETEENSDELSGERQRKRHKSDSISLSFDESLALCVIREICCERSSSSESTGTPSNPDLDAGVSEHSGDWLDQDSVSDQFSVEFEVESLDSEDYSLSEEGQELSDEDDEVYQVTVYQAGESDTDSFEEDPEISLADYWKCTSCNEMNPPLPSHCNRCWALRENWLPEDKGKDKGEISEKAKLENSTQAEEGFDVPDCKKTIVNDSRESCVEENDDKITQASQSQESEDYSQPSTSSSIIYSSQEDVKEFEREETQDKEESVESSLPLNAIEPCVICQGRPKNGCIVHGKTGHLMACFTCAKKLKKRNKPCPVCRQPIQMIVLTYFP
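test system = mammalian cells stably expressing self-ubiquitinating, self-degrading MDM2 E3–luciferase fusion | quantity = 2000 cells/well | incubation = cell settling 4 h, compound treatment 2 h, both 37 °C | signal = luminescence with SteadyLite reagent, 15 min at room temperature | evaluation = % enhancement relative to plate controls after blank subtraction | benchmarks = plate controls and plate blanks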
EBV gp42 inh = Epstein-Barr virus gp42 inhibitors, primary screen, biochemical, uHTS, fluorescence polarization; Glycoprotein 42 (Epstein-Barr virus (strain AG876)), Q1HVG2; Fluorescence polarization binding assay, mP read-out; inhibition, % (tested at 21.74 µM); 0.42% of 220,000 active; AID 1085, 2008; in the data active = inhibition above about 50%
Target sequence (Q1HVG2 whole entry, looked up): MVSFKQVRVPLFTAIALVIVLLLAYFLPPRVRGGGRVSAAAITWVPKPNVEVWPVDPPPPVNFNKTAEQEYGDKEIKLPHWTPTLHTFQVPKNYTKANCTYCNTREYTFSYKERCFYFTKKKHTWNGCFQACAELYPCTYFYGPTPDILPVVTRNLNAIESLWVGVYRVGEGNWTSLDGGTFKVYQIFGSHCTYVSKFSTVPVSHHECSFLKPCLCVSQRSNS
L929 necroptosis = inhibitors of zVAD-triggered necroptosis, primary screen, L929 cells; L929 zVAD necroptosis rescue, ATP luminescence, 24 h; with zVAD 60 µM; viability rescue, % at 10 µM; 0.38% of 220,000 active;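 active = activation, scaled between plate controls, above about 75%, limit read from the data; inactive = activation under that limit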;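 note: 0% = zVAD with DMSO and 100% = DMSO alone without zVAD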
Numbers without * were called inactive; i = inactive; . = no result given; [ ] = remark or other dose.

SMILES	eIF4E 4G PPI	Calpain2 inh	TNF death inh	Rad51 HR inh	KCC2 mod	PERK inh	Mdm2 ligase inh	EBV gp42 inh	L929 necroptosis
COc1ccccc1CNC(=O)c1c(N)n(CCCN2CCOCC2)c2nc3ccccc3nc12	8	i	-15	.	-0.4	-0.9	-3	9	0.5
Cc1occc1-c1nnc(SCC(=O)N2CCN(c3ccccc3F)CC2)n1C	5	9	-0.8	.	-0.61	-0.7	16	8	.
O=C(CCCN1C(=O)c2ccccc2C1=O)OC1CSCC1NC(=O)c1ccccc1 (stereo unspecified)	9	28	0.5	0	0.046	-0.7	.	-27	-0.3
CCOC(=O)N1CCN(C(=O)CSc2ccccc2)CC1	-5	18	0.0	-10	0.12	-0.1	-29	-12	0.7
CCOC(=O)N=S(N)(=O)c1ccccc1 (stereo unspecified)	-1[fluorescence artefact?]	2	2.5	-1	0.0042	1.1	7	-22	2.6
C#CC1(NC(=O)NC(C)(C)C)CCCCC1	-2	-2	1.0	.	.	0.4	-11	9	1.1
COc1ccc(N(CC(=O)Nc2ccc(C)cn2)S(=O)(=O)c2c(C)noc2C)cc1	0	42	2.6	4	.	-1.4	-11	-3	2.5
Cc1cc2c3c(c1)C(C)CC(C)(C)N3C(=O)C2=C(C#N)C#N (stereo unspecified)	-4	-3	-12	.	0.35	0.6	4	6	-0.2
COc1ccccc1S(=O)Cc1ccc(C(=O)NCc2ccccc2Cl)o1 (stereo unspecified)	4[fluorescence artefact?]	-31	1.5	3	0.67	-1.2	-6	1	0.7
COc1ccc(/C=N/NC(=O)c2nc(Cl)c(Cl)c(N)c2Cl)cc1COc1ccccc1F	-11	i	-7.6	-3	-0.85	-0.4	-13	-6	-0.2
COc1ccc(CN2CCOCC2)cc1	-5[fluorescence artefact?]	-15	0.6	6	1.1	-0.2	.	-17	0.5
CCc1ccc([C@@H]2C[C@H]3CN(Cc4ccccc4OC)C(=O)[C@]34CCCN24)cc1	3	18	-1.1	-59	0.29	0.6	-10	-18	0.8
CCOc1ccc(-n2nc3c(=S)[nH]nc(C)c3c2C)cc1	-6[fluorescence artefact?]	-5	-1.4	.	0.65	-0.5	15	0	0.1
CC1CCC(C(C)C)C(OCC(O)C[N+]2(C)CCCCC2)C1 (stereo unspecified)	4	-20	0.4	1	0.19	0.9	22	-8	3.4
Cc1cccc(NC2=C(NCCO)C(=O)c3ccccc3C2=O)c1	0	3	-0.3	11	-0.57	0.8	-17	-9	-0.7
Cc1ccccc1-c1nnc(SCCOc2ccc3c(C)cc(=O)oc3c2)o1	-10	-99	-1.1	-16	-0.027	0.5	-20	-11	0.6
COc1ccc(-c2ccc(-c3nnn(CC(=O)N4CCOCC4)n3)cc2)cc1	-7	-15	-3.5	-3	0.67	0.3	-10	-21	0.3
Cn1c(N)c(C(=O)c2ccc(Oc3ccccc3)cc2)c(=O)n(C)c1=O	4[fluorescence artefact?]	12	0.5	5	-0.067	-0.2	-1	1	0.1
COC(=O)N/N=C/c1cc(OC)c(O)c([N+](=O)[O-])c1	0	15	0.3	4	0.62	0.1	-2	6	1.1
O=C(ONC1=NCCCCC1)c1cccc([N+](=O)[O-])c1	2	3	0.5	-2	0.26	0.2	-1	4	1.1
CCOC(=O)CSc1nc2ccc(N3CCOCC3)cc2c(=O)n1Cc1ccccc1	-3	i	2.2	-5	0.94	-2.0	-4	-11	0.4
Cc1ccc(S(=O)(=O)N2CC3CCCN3c3ccc(C(F)(F)F)cc32)cc1 (stereo unspecified)	1	8	-3.2	-17	.	-0.1	-5	-25	0.3
CCN(CC)C(=O)c1cc2cc([N+](=O)[O-])ccc2s1	8	18	-2.6	.	1	-1.2	-5	1	-0.2
COc1ccc(S(=O)(=O)Cc2ccc(C(=O)N3CCN(c4ccccc4F)CC3)o2)cc1	4	-2	-1.9	4	.	0.6	-12	-5	0.4
Cc1cc(NC(=O)c2cc(-c3ccccc3C)nc3ccccc23)no1	20	-26	2.1	2	-0.059	0.3	15	9	0.2
CN1/C(=C\C(=O)COC(=O)c2ccc(O)c(O)c2)C(C)(C)c2ccccc21	1	-98	-12	-5	-2.6	0.6	-10	6	3.1
O=C(Nc1ccc2c(c1)OCO2)c1cnc2n(c1=O)CCS2	0	29	-2.1	13	-0.62	0.6	.	-10	0.3
CCC(C)n1c(SC(C)C#N)nc2ccccc2c1=O (stereo unspecified)	-1[fluorescence artefact?]	4	-4.3	3	-0.9	-0.5	-5	-5	0.0
Cc1c(C(=O)C(=O)NCc2ccco2)c2ccccc2n1C	-8	14	-1.3	9	0.95	0.0	-15	-4	1.5
FC(F)(F)Oc1ccccc1-c1nnc(-c2cccc(C(F)(F)F)c2)o1	0	-6	1.2	11	0.87	1.1	-8	-1	1.3

One compound at a time, from the list above. Values in the order: eIF4E 4G PPI, Calpain2 inh, TNF death inh, Rad51 HR inh, KCC2 mod, PERK inh, Mdm2 ligase inh, EBV gp42 inh, L929 necroptosis
Cn1c(N)c(C(=O)c2ccc(Oc3ccccc3)cc2)c(=O)n(C)c1=O is entered as 4[fluorescence artefact?], 12, 0.5, 5, -0.067, -0.2, -1, 1, 0.1
CCOC(=O)CSc1nc2ccc(N3CCOCC3)cc2c(=O)n1Cc1ccccc1 is entered as -3, i, 2.2, -5, 0.94, -2.0, -4, -11, 0.4

More structures.
SMILES	eIF4E 4G PPI	Calpain2 inh	TNF death inh	Rad51 HR inh	KCC2 mod	PERK inh	Mdm2 ligase inh	EBV gp42 inh	L929 necroptosis
c1cc2ccc3ccc(CN4CCOCC4)c4ccc(c1)c2c34	9[fluorescence artefact?]	-23	1.6	-10	-0.45	0.2	5	-7	1.4
CCOC(=O)C1(CCCc2ccccc2)CCN(C(=O)CCn2cncn2)CC1	0	-28	0.5	-3	-0.77	0.2	-4	-15	-1.7
C/C(NCCN1CCOCC1)=C(\C#N)C(N)=O	19[fluorescence artefact?]	-22	-1.6	1	.	0.9	-4	-8	-1.3
CC1(C)CC(CCNC(=O)CCl)(c2ccccc2)CCO1 (stereo unspecified)	0	-18	1.6	-3	-0.44	-0.2	-7	-4	1.0
N#CCCn1nc(-c2ccccc2)cc1Nc1ccccc1NC(=O)c1cccs1	5[fluorescence artefact?]	9	1.6	-1	-2.1	-0.9	-22	-18	0.5
Cc1cc(=O)n2nc(N3CCC(C(=O)NCc4cccnc4)CC3)sc2n1	5	22	2.2	.	-0.27	0.2	-32	2	2.3
COc1ccc(Cl)cc1N1C(=O)C2CCCN2C1c1sccc1C (stereo unspecified)	0	13	0.8	-3	.	-0.3	-19	-13	0.8
CC(=O)Nc1ccc(SCC(=O)Nc2cc(C)on2)cc1	-1	27	2.4	2	0.82	1.0	-7	-28	1.9
COc1cc(CC(=O)NCCc2ccc(S(N)(=O)=O)cc2)cc(OC)c1OC	81*	-8	-0.6	-7	-0.3	0.6	-8	-10	-1.1
Cc1ccc(C(=O)NNC(=O)OC(C)(C)C)c(Cl)c1	-1	4	0.0	-6	-0.21	0.3	-1	-13	-0.4
COC(=O)c1ccc(/C=N/NC(=S)NC(C)C)cc1	-13	12	6.1	-49	2	1.1	.	-21	1.2
Fc1ccc2[nH]c3c(Cl)ncnc3c2c1	0	-284	-1.2	6	-0.57	0.2	-15	-22	45
Cc1cc(NC(=O)COC(=O)C2CCN(S(=O)(=O)c3cccc(Cl)c3Cl)CC2)no1	-2	-20	0.4	-4	-0.04	-0.3	2	1	-0.3
c1ccc(CC2CCCNC2)cc1 (stereo unspecified)	3	-20	2.7	-1	0.58	-0.2	-7	-12	15
O=C(CSc1nnnn1-c1ccc(Cl)cc1)N1CCc2ccccc2C1	-2	36	-0.1	-3	.	-0.7	-10	1	-0.3
CCOC(=O)c1c(CNc2ccncc2)n(C)c2cc(Br)c(O)cc12	-3	-10	-0.9	-4	0.087	0.1	-7	-6	-0.6
O=C(NCCc1ccc(F)cc1)c1n[nH]c2ccccc12	4	-6	7.4	21	-4.1	0.8	7	4	9.3
O=C(NC(Cc1ccccc1)C(=O)O)/C(=C/c1ccco1)NC(=O)c1cccc(Br)c1 (stereo unspecified)	2	-37	0.9	-7	0.92	0.9	-11	-17	1.2
COc1ccc(C(=O)CC(Nc2ccc([N+](=O)[O-])cc2)c2ccc(OC)cc2)cc1 (stereo unspecified)	4	-17	14	-4	-0.7	-0.8	-1	1	-0.2
COc1ccc(S(=O)(=O)NCc2ccccc2)cc1	9[fluorescence artefact?]	-21	4.2	-3	-0.46	0.7	.	-11	1.0
C/C(CC(=O)NCc1ccc(Cl)cc1)=N\NC(=O)Cc1ccccc1	1	-9	2.6	4	0.66	0.6	-4	-10	0.6
O=C(O)c1c2c(nc3ccccc13)CCCCC2	0	-5	1.5	2	1.2	0.4	-6	-9	-0.7
Cc1ccc(S(=O)(=O)/N=C(\CSC(N)=O)Nc2ccccc2)cc1	6	28	1.1	0	-4.4	0.8	-14	2	-0.1
CCCCC(=O)NNC(=O)CC(=O)Nc1ccccc1C(=O)O	1	-2	0.7	-1	0.24	-0.2	-9	-8	1.3
COc1cc(C=O)ccc1OCCOCCOc1ccc(Cl)cc1Cl	.	.	-6.6	-2	-1.7	1.7	.	.	-0.1
COC(=O)c1c(N)sc(C(C)=O)c1C	0	14	-0.6	0	0.52	-0.1	-19	-7	0.9
C=CCc1cccc2cc(C(=O)Nc3ccc(F)cc3)c(=O)oc12	0	-4	1.2	.	0.72	0.0	-8	-9	2.4
COC(=O)c1sc(NC(=O)c2ccco2)nc1C	3	6	-5.4	-1	0.59	1.3	-10	-18	2.7
Cc1ccc(Nc2nnc(C)c(=O)[nH]2)cc1	-1	13	1.1	-1	-0.34	2.2	-5	-23	1.6
CC(Sc1nnnn1C)C(=O)Nc1ccc(N2CCOCC2)cc1 (stereo unspecified)	-12	21	1.6	0	0.72	1.0	-8	-4	2.7
COc1ccc(OCC(O)CN(C2CCCCC2)C2CCCCC2)cc1 (stereo unspecified)	2[fluorescence artefact?]	-11	-0.6	1	0.26	-1.2	-20	-7	-0.3
Cc1ccc(-c2noc(CSc3nnc(CCc4ccccc4)n3-c3ccccc3)n2)cc1	-3	38	-0.6	-3	-1.5	-0.2	-16	-20	0.5

An excerpt from above in order of the EBV gp42 inh value, smallest number first.
Structure,eIF4E 4G PPI,Calpain2 inh,KCC2 mod,PERK inh,Mdm2 ligase inh,EBV gp42 inh
COc1ccc(S(=O)(=O)NCc2ccccc2)cc1,9[fluorescence artefact?],-21,-0.46,0.7,.,-11
O=C(O)c1c2c(nc3ccccc13)CCCCC2,0,-5,1.2,0.4,-6,-9
COC(=O)c1c(N)sc(C(C)=O)c1C,0,14,0.52,-0.1,-19,-7
